Assay outcomes from PubChem BioAssay.
BaF3 parental: counter-screen for JAK2V617F inhibitors: parental Ba/F3 viability inhibitors. CellTiter-Glo ATP luminescence. inhibition, % at 5.6 µM. 1.1% of 220,000 active;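 active = inhibition above a per-campaign cutoff, the mean inhibition of all tested compounds plus 3 SD, cut at about 27% in these data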;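 note: 0% = DMSO wells and 100% = JAK Inhibitor I control wells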
Furin inhibitor: inhibitors of human furin | purified furin, fluorogenic substrate cleavage | AID 463115 | inhibition, % at 30 µM | P09958 | 0.061% of 220,000 active; in the data active = inhibition above about 25%; note: inactives centre near -15
PPC-1+TRAIL kill: compounds killing PPC-1 cancer cells with TRAIL present (potentiator screen, no TRAIL-free arm) | PPC-1 cells + TRAIL, ATPLite viability luminescence | AID 1443 | 0.41% of 220,000 active | cell killing (% activity), % at 4 µM;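 active = cell killing above 50% in the first pass at 4 µM, then a duplicate retest at 5 µM averaging 50% or more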;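 note: plate controls were cells with TRAIL plus DMSO for no effect and medium-only wells lacking cells for full effect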
NCF1 inh: p47phox (human) inhibition | P14598 | inhibition, % at 24.7 µM | 0.53% of 220,000 active | p47phox/p22phox peptide binding, fluorescence polarization, 2 h;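 active = inhibition above about 30%, limit read from the data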;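 note: 0% = p47phox with labelled peptide and 100% = labelled peptide alone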
TbHK1 inh: blocks Trypanosoma brucei hexokinase 1 activity | inhibition, % at 10 µM | 0.11% of 220,000 active | recombinant TbHK1, G6PDH-coupled NADH A340 | AID 1430;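 active = inhibition of 50% or more in the single-dose primary screen; inactive = inhibition below 50%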
PGE2 EP2 inh: EP2 receptor (human) inhibition. C6 glioma cells expressing human EP2, cAMP TR-FRET; cells stimulated with saturating PGE2. inhibition, % at 25 µM. 0.52% of 260,000 active. P43116;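 active = percent inhibition above 40 after rounding to a whole number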;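 note: rat C6 glioma host cells with rolipram phosphodiesterase inhibitor present; the protocol text gives 20 µM as final concentration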
Ba/F3 V617F tox: reduce viability of Ba/F3 cells dependent on JAK2V617F. 1.1% of 220,000 active. Ba/F3 EpoR-JAK2V617F viability, ATP luminescence. AID 1446. inhibition, % at 5.6 µM;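 active = inhibition above the campaign mean plus 3 SD over all tested compounds, cut at about 24% in these data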;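 note: cytokine-independent growth of Ba/F3 cells driven by EpoR plus mutant JAK2; 0% = DMSO-treated cells and 100% = JAK inhibitor I control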
RBBP9 inhibitor: inhibitors of human serine hydrolase RBBP9; O75884; recombinant RBBP9, FP-Rh probe fluorescence polarization; inhibition, % at 7.94 µM; 0.2% of 220,000 active;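 active = inhibition above the campaign mean of all tested compounds plus 3 SD, cut at about 14% in these data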;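 note: plate controls were DMSO wells with RBBP9 for no effect and wells lacking RBBP9 protein for full effect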
Target sequence (O75884 whole entry, looked up): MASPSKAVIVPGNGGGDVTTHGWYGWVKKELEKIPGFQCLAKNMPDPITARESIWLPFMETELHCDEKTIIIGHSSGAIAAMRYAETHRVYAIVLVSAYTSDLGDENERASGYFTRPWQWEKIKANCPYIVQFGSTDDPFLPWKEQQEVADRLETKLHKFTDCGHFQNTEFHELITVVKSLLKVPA
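Test system: recombinant human RBBP9. Quantity: 2.5 µM RBBP9 dispensing solution, before mixing. Detection: FP readout at 525/598 nm. Reagent: Serine-hydrolase probe FP-Rh, 375 nM pre-mixing. Measure: % inhibition. Control set: DMSO-treated enzyme wells and wells lacking RBBP9. Buffer or medium: Tris-NaCl-Pluronic buffer, pH 8.0. Times: preincubation 30 min plus labeling 45 min at 25 °C.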
p97 ATPase inh: inhibitors of human p97 ATPase | recombinant p97 ATPase, Kinase-Glo ATP luminescence, 3 h | AID 1481 | 0.42% of 220,000 active | inhibition, % at 8 µM; in the data active = inhibition above about 15%;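 note: 0% = DMSO vehicle and 100% = wells lacking enzyme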
Target sequence (P55072 whole entry, looked up): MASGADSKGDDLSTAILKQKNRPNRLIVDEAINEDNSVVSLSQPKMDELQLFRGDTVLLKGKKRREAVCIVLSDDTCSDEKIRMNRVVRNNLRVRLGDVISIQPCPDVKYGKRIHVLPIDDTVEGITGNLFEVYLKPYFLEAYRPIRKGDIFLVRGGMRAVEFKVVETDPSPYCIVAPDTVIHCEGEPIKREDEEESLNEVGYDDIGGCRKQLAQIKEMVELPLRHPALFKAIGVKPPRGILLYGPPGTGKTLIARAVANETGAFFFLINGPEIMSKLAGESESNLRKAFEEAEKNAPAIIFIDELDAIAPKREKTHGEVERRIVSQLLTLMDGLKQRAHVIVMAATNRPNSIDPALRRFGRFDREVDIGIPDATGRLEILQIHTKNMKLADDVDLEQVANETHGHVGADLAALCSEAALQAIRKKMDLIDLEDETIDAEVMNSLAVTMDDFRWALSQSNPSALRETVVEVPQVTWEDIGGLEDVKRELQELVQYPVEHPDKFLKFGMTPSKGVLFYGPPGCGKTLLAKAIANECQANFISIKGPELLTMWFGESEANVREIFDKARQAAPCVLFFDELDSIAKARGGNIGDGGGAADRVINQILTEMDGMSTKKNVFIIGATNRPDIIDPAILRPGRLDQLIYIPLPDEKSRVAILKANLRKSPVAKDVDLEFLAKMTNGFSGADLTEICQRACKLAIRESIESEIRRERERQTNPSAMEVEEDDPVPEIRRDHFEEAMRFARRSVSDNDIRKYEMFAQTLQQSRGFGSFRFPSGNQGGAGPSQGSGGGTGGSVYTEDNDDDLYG
Numbers without * were called inactive; x = not tested or not shown; & = joins results of further samples; [ ] = remark or other dose. A portion of the library. The share of hits here may be higher or lower than overall.

SMILES	PGE2 EP2 inh	Furin inhibitor	NCF1 inh	BaF3 parental	p97 ATPase inh	Ba/F3 V617F tox	PPC-1+TRAIL kill	TbHK1 inh	RBBP9 inhibitor
O=C1[C@@H]2Cc3c([nH]c4ccccc34)[C@@H](c3ccccc3)N2C(=O)[C@@H]2Cc3c([nH]c4ccccc34)[C@@H](c3ccccc3)N12	x	-5.5	-24.6	-0.4	7.3	-3.2	14.7	-4.4	-14.3
CCOC(=O)N1CCN(C(=O)c2oc3ccc(S(=O)(=O)N4CCCCC4)cc3c2C)CC1	7.0	-17.4	6.7	2.3	1.6	0.2	-1.4	-0.9	-2.5
COc1ccc(CNC(=O)c2sc3nc4c(c(C(F)(F)F)c3c2N)CCC4)cc1OC	6.5	-17.0	-10.5	7.4	6.0	-0.6	21.6	-18.0	4.0
CCCOc1ccc(C2C(C(=O)OC)=CN(CCOC)C=C2C(=O)OC)cc1	5.0	-28.0[20 µM]	-12.3	2.6	-3.9	2.9	0.3	-4.3	-15.0
O=C(CSc1nc(-c2ccc(F)cc2)cs1)N1CCN(C(=O)c2ccco2)CC1	10.8	-29.5	-13.7	2.8	1.3	-1.8	13.1	-0.3	-6.8
CC(C)N1CCN(Cc2ccsc2)CC1CCO (stereo unspecified)	14.8	-15.1	-9.9	0.9	2.0	-1.1	-13.0	-3.3	-3.0
CCCC(=NCC(=O)O)C1=C(O)C(C(=O)OC)C(C)(C)CC1=O (stereo unspecified)	12.2	-22.0	-9.3	3.4	-3.2	0.9	21.0	-2.6	-14.2
CCc1cc2cccc(C)c2nc1SCC(=O)N1CCN(C(=O)c2ccco2)CC1	16.9	-16.5	-3.8	1.5	1.2	-1.1	3.9	-10.4	-4.5
CCC(C)c1c(O)nc(SCC(=O)c2ccccc2)[nH]c1=O (stereo unspecified)	9.3	-18.9	-9.4	0.5	7.6	-2.7	21.6	20.7	-3.8
Cc1nn(-c2ccccc2)c2c1C(c1cccs1)C(C#N)=C(N)O2 (stereo unspecified)	12.8	-16.1[20 µM]	-10.6	6.0	-2.1	2.9	3.2	-6.9	3.5
O=C(N/N=C/c1ccc(O)cc1)c1cc(C23CC4CC(CC(C4)C2)C3)[nH]n1	17.6	-7.5	-32.8	-3.4	5.9	-3.0	10.2	-18.8	-5.2
COc1ccccc1NC(=O)CN1CCN(c2ccc(Cl)cc2)CC1	7.3	-21.5	1.6	5.4	-5.3	5.7	9.4	3.6	-6.8
COc1cc(NC(=S)N2CCN(CCO)CC2)c(OC)cc1Cl	7.8	-18.9	0.6	6.9	0.9	2.3	5.0	-10.3	-3.7
C=C(C)C1(O)OC(=O)C=C1OC (stereo unspecified)	10.4	-32.6	1.2	-10.1	0.1	1.5	-1.0	-5.0	-2.2
CCCCCn1c(Br)nc2c1c(=O)n(CC(N)=O)c(=O)n2C	5.0	-18.8	4.0	6.5	2.1	0.5	15.5	0.7	1.1
CC(C)(C)c1ccc2c(c1)OC(C(=O)N/N=C\c1ccccn1)CO2 (stereo unspecified)	7.8	-16.9	-7.5	5.9	2.2	-1.6	15.4	-8.2	5.8
CC(C)c1ccccc1NC(=O)CNCCc1ccc(C(F)(F)F)cc1	1.9	-14.3	-6.8	3.0	-1.9	-5.4	22.0	-9.1	16.7*
CCOc1ccccc1NC(=O)NC(C)c1ccncc1 (stereo unspecified)	2.7	-29.2	1.8	2.6	1.5	-1.3	2.0	-4.8	-4.8
O=C(c1ccc(N2CCCC2=O)cc1)N1CCN(c2ccccc2)CC1	14.8	-10.2	-14.0	2.5	10.3	1.3	2.7	40.6	-2.7
Cc1c(Br)cc(C(=O)N2CCN(CCO)CC2)c(C)c1C	8.7	-10.8[20 µM]	20.2	-0.2	-4.4	-3.7	19.7	-4.8	-4.0
Cc1ccccc1Cn1ccc(NC(=O)c2onc(C)c2Cl)n1	8.6	-17.8	-6.5	3.5	0.0	4.4	-11.1	1.7	-7.8
CC(C)c1ccc(NC(=O)N2CCN(S(=O)(=O)c3ccccc3)CC2)cc1	6.5	-22.4	-5.9	6.4	1.9	-3.2	13.5	-1.3	-4.2
COc1ccc(CC(=O)Nc2ccc(S(=O)(=O)NC(C)C)cc2)cc1	7.3	-23.1[20 µM]	-0.3	2.6	2.9	-1.3	-5.6	3.8	-0.9
COc1cccc(N2CC34C=CC(O3)C(C(=O)O)C4C2=O)c1 (stereo unspecified)	13.9&8.7	-22.4[20 µM]	-7.0	6.5	-1.1	1.8	-5.8	3.0	4.2
Cc1ccc(C)c(Oc2ncnc(N)c2[N+](=O)[O-])c1	7.7	-3.6	-4.8	5.1	6.0	1.3	-3.6	-12.7	-2.2

Quoted at random: three entries already listed.
SMILES	PGE2 EP2 inh	Furin inhibitor	NCF1 inh	BaF3 parental	p97 ATPase inh	Ba/F3 V617F tox	PPC-1+TRAIL kill	TbHK1 inh	RBBP9 inhibitor
CCOC(=O)N1CCN(C(=O)c2oc3ccc(S(=O)(=O)N4CCCCC4)cc3c2C)CC1	7.0	-17.4	6.7	2.3	1.6	0.2	-1.4	-0.9	-2.5
O=C(c1ccc(N2CCCC2=O)cc1)N1CCN(c2ccccc2)CC1	14.8	-10.2	-14.0	2.5	10.3	1.3	2.7	40.6	-2.7
CCCCCn1c(Br)nc2c1c(=O)n(CC(N)=O)c(=O)n2C	5.0	-18.8	4.0	6.5	2.1	0.5	15.5	0.7	1.1

(listing goes on)
SMILES	PGE2 EP2 inh	Furin inhibitor	NCF1 inh	BaF3 parental	p97 ATPase inh	Ba/F3 V617F tox	PPC-1+TRAIL kill	TbHK1 inh	RBBP9 inhibitor
Cn1c(-c2sccc2OCc2ccccc2)n[nH]c1=S	7.4	-19.0[20 µM]	-9.1	2.0	0.0	1.7	-2.5	-3.9	-9.6
CC(=O)Nc1cc2c(cc1C(=O)c1ccccc1)OCCO2	x	-14.3	-2.0	-0.2	5.3	-3.9	-3.1	-5.2	-3.7
O=C1C(=O)N(Cc2cccnc2)C(c2ccccn2)/C1=C(/O)c1ccc(F)cc1 (stereo unspecified)	4.3	-11.0	-4.4	1.7	1.4	-4.6	28.5	-31.3	-3.6
CCCCc1ccc(-c2nc(N)n[nH]2)cc1	10.4	-15.8	-1.0	1.9	-0.7	0.1	42.8	3.1	-0.8
CCCn1c(SCC(=O)N2c3ccccc3Sc3ccccc32)nc2c1c(=O)n(C)c(=O)n2C	-0.2&4.9	-13.7	-4.5	3.8	1.6	2.4	34.4	0.0	0.4
COc1ccnc(Oc2ccccc2)c1C#N	13.3	-0.5	-7.7	2.2	3.9	-1.9	0.2	6.9	-12.3
O=C(c1cccc(Cl)c1)N1CCC(=O)N(C(COCc2cccc(Cl)c2)Cc2ccccc2)CC1 (stereo unspecified)	21.8	-11.4	-8.3	2.8	0.5	-2.6	4.0	3.7	-9.3
O=[N+]([O-])c1ccc(Cl)c(/C=N/Nc2nc(N3CCOCC3)nc(N3CCOCC3)n2)c1	10.7	0.6[20 µM]	-2.3	2.2	2.9	-4.6	11.6	-3.2	-5.2
CC(C)=C(NC(=O)c1ccccc1)C(=O)N1CCOCC1	-4.5	-30.0	1.6	0.0	5.6	-5.2	23.3	3.5	-1.5
O=C(Nc1ccc(N2CCN(C(=O)c3ccccc3)CC2)c(Cl)c1)c1ncn[nH]1	2.5	-24.2	-9.0	-7.0	4.2	0.2	7.1	-6.1	0.3
c1ccc2c(c1)nnn2-c1ncnc2sccc12	11.0	-14.7	-7.1	3.4	1.1	-1.0	14.9	3.2	-4.1
COc1ccc(N(CC(=O)Nc2c(C)n(C)n(-c3ccccc3)c2=O)S(=O)(=O)c2ccc(F)cc2)cc1	4.9	-4.7	-0.8	10.5	-2.7	4.9	-2.8	1.1	3.4
CCN(CC)CCCNC(=O)c1ccccc1C	5.6	-13.0	-4.7	1.7	1.5	-0.2	1.2	36.6	6.1
Cc1ccc(/C(O)=C2/C(=O)C(=O)N(Cc3cccnc3)C2c2ccccn2)cc1 (stereo unspecified)	13.7	-11.4[20 µM]	-89.8	5.4	1.4	-0.2	10.9	-36.2	1.1
OC(COc1ccc(CN2CCSCC2)cc1)CN1CCCCC1 (stereo unspecified)	2.1	-13.4	11.2	1.7	-1.5	-2.7	1.8	0.9	-4.6
COC(=O)c1[nH]c2c(c1C)C(=O)CCC2	9.1	-15.3	-12.2	-0.8	8.9	-3.8	33.6	0.0	6.8
COc1ccc2c(Cl)c(-c3nnco3)sc2c1	29.6	2.3	-7.5	2.7	-11.2	4.5	5.2	4.5	-13.0
C=CCCCCCCCCc1nc(SCC(=O)O)n[nH]1	6.1	-14.9	-14.3	-4.9	3.3	-3.4	1.6	3.3	-4.3
COc1ccccc1CNC(=O)COC(=O)c1ccc(Cl)c(N)c1	3.7	-13.2	-12.1	6.3	-1.1	-0.1	25.0	1.4	-4.8
O=C1CSC2=NCN(c3ccc4c(c3)OCO4)CN12	2.0	-19.1	14.5	4.2	3.2	0.8	36.6	2.9	0.6
CSc1ncccc1C(=O)N1CCCC(C(=O)c2cc(F)ccc2F)C1 (stereo unspecified)	3.7	-13.1	6.9	10.5	0.0	2.9	-3.8	-2.7	5.1
Cc1cc(C)cc(C(=O)NC(=S)Nc2ccc3[nH]c(=O)[nH]c3c2)c1	11.6	-19.6	-7.5	3.2	-2.3	-1.4	21.7	-13.2	-5.2
O=C(Nc1c(Cl)cccc1Cl)c1ccc(-c2ccccc2)cc1	4.5	-25.7[20 µM]	-5.7	3.4	2.8	1.2	18.5	-2.7	-12.4
O=C(O)CCN1C(=O)/C(=C\c2cccc(OCC(=O)Nc3ccc(Cl)cc3)c2)SC1=S	2.5	-4.6	-15.4	-2.0	-1.0	-2.5	3.1	-10.6	-12.4
COc1ccc(C(=O)N2CCCc3ccccc32)cc1	10.6	-20.4[20 µM]	-11.2	-1.1	1.3	-1.9	15.6	-1.1	6.0
CN(C)c1nc(NCc2ccccc2)nc(N/N=C/c2ccccc2F)n1	5.9	-15.6	-10.8	4.4	-0.4	-2.0	x	-5.9	-8.6
C(=N\n1cnnc1)/c1cccs1	6.1	3.1[20 µM]	-4.8	0.0	2.2	-6.1	-2.9	1.5	6.0
CN(C)C(=O)N1CCCC(C(=O)NCc2ccccc2)C1 (stereo unspecified)	8.8	-2.7[20 µM]	-11.7	1.4	3.4	-4.7	11.6	4.6	-5.8
Cc1ccc(SCC(=O)Nc2ccc3c(c2)OCCO3)cc1	5.0	-29.4	7.7	7.2	4.1	-1.3	25.9	3.8	-3.9
CC(C)(CNC(=O)c1cccs1)CNC(=O)c1cccs1	9.4	-16.7	-7.4	4.1	-0.8	2.4	-2.4	8.0	-12.0
COC(=O)c1ccccc1NC(=S)NC(=O)c1ccccc1F	6.3	-21.2	6.4	6.9	9.4	0.5	10.6	-13.2	2.2

An excerpt of these results, with two lines to a compound.
Order of values – PGE2 EP2 inh | Furin inhibitor | NCF1 inh | BaF3 parental | p97 ATPase inh | Ba/F3 V617F tox | PPC-1+TRAIL kill | TbHK1 inh | RBBP9 inhibitor
> C(=N\n1cnnc1)/c1cccs1
 : 6.1 | 3.1[20 µM] | -4.8 | 0.0 | 2.2 | -6.1 | -2.9 | 1.5 | 6.0
> CN(C)C(=O)N1CCCC(C(=O)NCc2ccccc2)C1 (stereo unspecified)
 : 8.8 | -2.7[20 µM] | -11.7 | 1.4 | 3.4 | -4.7 | 11.6 | 4.6 | -5.8
